From PubChem
GPR55 LPI antagonism: GPR55 antagonists blocking LPI-driven arrestin recruitment, primary screen, imaging, U2OS, beta-arrestin-GFP, LPI agonist (AID 2013). G-protein coupled receptor 55 (Homo sapiens). U2OS GPR55 beta-arrestin-GFP translocation imaging, LPI antagonism; higher % means a stronger effect. inhibition, % at 10 µM, or IC50 in µM where a hit was titrated. actives 0.13% (n = 290,000);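 active means spots per cell inhibited over 60%, with over 100 cells counted and total cytoplasm intensity under 500,000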;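 further: U2OS cells stably carrying GPR55 and arrestin-GFP stimulated by 5 µM LPI near EC80; imaged beta-arrestin-GFP aggregate spots per cell after agonist stimulation; plate controls were LPI-stimulated DMSO wells for no effect and DMSO wells without LPI for full effect; some results filed as inactive read as strong as hits; confirmed hits need IC50 under 10 µM and bright autofluorescent wells are also inconclusive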
NTR1 agonist: agonists of NTR1, primary screen, imaging, U2OS cells, beta-arrestin-GFP, high content (AID 493036). NTR1-U2OS beta-arrestin-GFP spot imaging, agonist mode. activation, % at 20 µM. actives 0.17% (n = 330,000);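 active means activation at or above 40% of the spot to cytoplasm intensity ratio, with at least 20 cells analyzed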;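 further: 0% = DMSO without peptide and 100% = 100 nM NTR1 peptide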
Target sequence (P30989 whole entry, looked up): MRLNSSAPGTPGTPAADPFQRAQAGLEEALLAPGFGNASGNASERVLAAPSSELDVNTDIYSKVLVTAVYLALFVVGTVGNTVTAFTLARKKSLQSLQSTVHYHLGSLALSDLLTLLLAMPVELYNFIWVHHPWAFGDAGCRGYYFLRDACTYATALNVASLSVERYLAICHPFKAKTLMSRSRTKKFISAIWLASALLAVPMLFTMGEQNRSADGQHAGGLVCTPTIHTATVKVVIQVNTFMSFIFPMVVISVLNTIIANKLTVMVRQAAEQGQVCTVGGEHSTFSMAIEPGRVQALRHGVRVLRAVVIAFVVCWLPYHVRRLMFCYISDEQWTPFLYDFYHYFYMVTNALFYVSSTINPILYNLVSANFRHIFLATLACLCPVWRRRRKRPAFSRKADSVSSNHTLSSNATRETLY
NOD2 inhibition: NOD2 signaling inhibitors, cell-based, luminescence, uHTS, HEK293 (AID 1566); actives 0.63% (n = 290,000); HEK293 NOD2/NF-kB luciferase reporter, luminescence; higher % means a stronger effect; one-dose inhibition, % at 4 µM; EC50 in µM for titrated hits; further: many of its hits are not listed in these tables
T cell modulator: modulators of CD8 T cell-vesicle binding, primary screen, mouse 2C CD8+ T cells, flow cytometry | 2C CD8+ T cell-vesicle binding; active compounds read low | calls only at 7 µM | actives 0.068% (n = 330,000) | AID 2052, 2009;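 active means response, share of CD8 T cells binding vesicles, and their 90th percentile fluorescence all below set limits, cut at about 80% in these data, passing the limit was not always enough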
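Material: murine 2C transgenic CD8+ T lymphocytes / Also added: QL9-peptide-loaded Drosophila micro-vesicles bearing Ld, ICAM-1 and B7-1 / Schedule: binding step 1.5 h, 37 °C, antibody labelling 20 min, ice / Signal: flow cytometry, PE anti-B7-1 (FL2) versus Alexa647 anti-CD8 (FL8), PFA-fixed / Evaluation: percent CD8+ FL2 mean versus row control / Benchmarks: naked versus QL9-loaded vesicles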
NOD1 NF-kB reporter: NOD1 signaling inhibitors, primary screen, cell-based, luminescence, uHTS (AID 1578); actives 1% (n = 290,000); inhibition, % at 4 µM; hits with a dose series show EC50 in µM; NOD1-driven NF-kB luciferase reporter cells, luminescence; higher % means a stronger effect; in the data active means inhibition mostly above about 36%, no sharp cut-off; inactive means mostly below about 34%;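 further: HEK-293T reporter cells stimulated with the NOD1 agonist gamma-tri-DAP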
Myeloid diff MLP: induction of myeloid progenitor differentiation, primary screen, cell-based, flow cytometry, MLPCN library. calls only at 10 µM. ER-HoxA9 myeloid progenitors, lysozyme-GFP differentiation. actives 1% (n = 360,000);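 active means normalized GFP-positive differentiation at or above the plate's own cutoff, the solvent-only control mean plus 3 SD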;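 further: cells exposed to compound for four days before flow analysis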
KOR beta-arrestin-1: KOR agonists, beta-arrestin recruitment, primary screen, cell-based, luminescence, uHTS (AID 1777); Kappa-type opioid receptor (Homo sapiens); actives 0.02% (n = 280,000); activation, % at 10 µM, or EC50 in µM where a hit was titrated; KOR beta-arrestin recruitment, luminescence; higher % means a stronger effect; in the data active means activation above about 50%, passing the limit was not always enough; further: a part of the inactive calls stands beside numbers as strong as those of hits
GPR55 activation: GPR55 agonists via beta-arrestin recruitment, primary screen, imaging, U2OS cells, beta-arrestin-GFP redistribution (AID 1961) | G-protein coupled receptor 55 (Homo sapiens) | U2OS GPR55 beta-arrestin-GFP redistribution imaging; higher % means a stronger effect | activation, % at 10 µM; hits with a dose series show EC50 in µM | actives 0.048% (n = 290,000);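 active means activation above 40% with more than 50 cells counted in the well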;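 further: U2OS osteosarcoma cells stably expressing GPR55 and beta-arrestin-GFP; plate controls were DMSO negative control for no effect and LPI positive control for full effect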
KOR beta-arrestin-2: KOR antagonists, beta-arrestin recruitment, cell-based, luminescence, uHTS (AID 1778); one-dose inhibition, % at 10 µM; IC50 in µM for titrated hits; actives 0.091% (n = 290,000); KOR beta-arrestin recruitment, luminescence, antagonist mode; higher % means a stronger effect; further: strong numbers were not always called active
T cell modulator vesicle-bound %: second read-out of T cell modulator, no call of its own (marks repeat the call); double positive events, %; measured here: CD8+ vesicle-bound cell fraction;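 binding gate set so that unloaded-vesicle control wells show 10% double positive cells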
NTR1 agonist cell count 20 µM: second read-out of NTR1 agonist, no call of its own (marks repeat the call); cell count; measured here: cell count, cytotoxicity flag
Myeloid diff MLP GFP+ MAC1+ %: also measured in Myeloid diff MLP; calls as there; GFP+ MAC1+ double positive, %; measured here: differentiation confirmed by MAC1 staining
* hit, by the source's call; i = inactive; / = no result given; [ ] = another dose, or the depositor's remark. Unless noted, no stated cut-off is given here; in the data, active means inhibition above about 50%; inactive means the rest. These rows are one share of the data, so the mix of outcomes need not match the whole.

SMILES	GPR55 LPI antagonism	NTR1 agonist	NTR1 agonist cell count 20 µM	NOD2 inhibition	T cell modulator	T cell modulator vesicle-bound %	NOD1 NF-kB reporter	Myeloid diff MLP	Myeloid diff MLP GFP+ MAC1+ %	KOR beta-arrestin-1	GPR55 activation	KOR beta-arrestin-2
O=C(CN1CCCC1)OCCCc1ccccc1	11%	1.6	74	9%	i	54	-9%	i	0.1	2.4%	0.0%	-30%
Cc1cc(NC(=O)CCN2CCN(C/C=C/c3ccccc3)CC2)ccc1Br	1%	1.1	58	18%	i	51	7%	i	1.1	6.0%	-0.2%	-18%[20 µM]
Nc1ccccc1C(=O)NC1CCCCNC1=O (stereo unspecified)	8%	-0.2	59	23%	i	38	0%	i	0.8	-0.3%	-0.2%	18%
O=C(O)C1=C[C@H](c2ccc(Br)cc2)C[C@H](OCc2ccc(CO)cc2)O1	5%	-1.3	52	0%	/	/	-6%	i	1.0	-1.8%	0.5%	4%
CC(CCc1ccccc1)NC(=O)CCCn1ncn2c(cc3occc32)c1=O (stereo unspecified)	6%	0.7	65	-10%	i	26	-14%	i	5.5	-3.7%	-0.1%	0%
CN(C)Cc1c(O)c(Cl)cc2c3c(c(=O)oc12)CCCC3	10%	0.1	46	18%	i	18	-18%	i	0.9	-2.3%	0.0%	-42%
COc1ccc(OC(=O)c2ccc(Cl)cc2)c(C(C)=O)c1	-4%	4.9	53	6%	i	58	-13%	i	0.3	0.8%	0.0%	-9%
Cc1cccc(N2CCN(C(=S)NCc3ccco3)CC2)c1C	1%	-0.1	52	2%	i	30	-5%	i	1.1	14%	-0.2%	-34%
CCN1CCSc2ccc(C(=O)NCc3ccccc3Br)cc21	5%	-1.8	67	4%	i	20	26%	i	3.9	2.5%	-0.1%	-10%[20 µM]
CCCn1nc2cc(C(=O)NCCc3ccc(C)cc3)ccc2c1OCC	9%	-0.9	58	8%	i	24	20%	i	2.3	11%	0.0%	-6%
CCOc1ccc(NC(=O)CC2C(=O)N(c3ccc(OC)cc3)C(=O)N2CCc2cccs2)cc1 (stereo unspecified)	6%	-0.2	57	12%	i	45	-16%	i	0.6	3.9%	-0.2%	19%
COc1ccc(CCNC(=O)CN(CCc2ccccc2)S(C)(=O)=O)cc1	8%	0.0	102	-8%	i	45	-11%	i	0.1	-5.5%	-0.2%	4%
COC/C=C/C1=CC2=CC(=O)C(C)(OC(=O)c3cnc4ccccc4n3)C(=O)C2=CN1Cc1ccccc1 (stereo unspecified)	-2%	0.9	60	5%	i	31	6%	i	0.5	-2.4%	0.4%	2%
O=S1(=O)N=C(N/N=C/c2ccc(Br)o2)c2ccccc21	3%	-0.5	48	2%	i	40	-23%	i	0.6	-6.0%	-0.2%	32%
C=C(C)CSc1nnc2n(Cc3ccccc3)c(=O)c3c4c(sc3n12)CCC4	4%	/	/	27%	/	/	-45%	i	0.2	-1.4%	-0.1%	9%
CCOC(=O)c1c(NC(=O)c2cccnc2)sc(C)c1C	-12%	6.3	44	12%	i	23	13%	i	1.1	3.5%	-0.1%	4%
OCCNCCO	-2%	-2.0	92	10%	i	41	-20%	i	2.8	0.4%	-0.2%	28%[20 µM]
O=C(CSc1nn(-c2ccc(Cl)cc2)c(=S)s1)NCC1CCCO1 (stereo unspecified)	-8%	-0.4	32	-7%	i	39	6%	i	0.3	8.6%	1.7%	-56%
CCCCNS(=O)(=O)C1CCS(=O)(=O)C1 (stereo unspecified)	6%	0.2	51	8%	i	9	0%	i	0.8	-1.0%	0.1%	-23%
CN(CCC#N)C(=O)COC(=O)c1c2c(nc3ccccc13)/C(=C/c1ccco1)CC2	7%	/	/	5%	i	48	-31%	i	1.3	-2.5%	-0.1%	27%
Cc1cc(C(=O)COc2ccccc2C(N)=O)c(C)n1CC1CCCO1 (stereo unspecified)	-13%	4.5	62	41%	i	25	42%	i	0.6	0.0%	-0.4%	16%
Cc1nn(CC(=O)Nc2ccc(C#N)cc2)c(C)c1[N+](=O)[O-]	3%	0.3	65	7%	i	41	-35%	i	0.1	-4.0%	-0.2%	9%
Cc1ccc(SC[C@H](C)CN2CC[C@H](C)CCC2=O)cc1	-6%	1.4	98	0%	i	19	50%	i	1.7	3.9%	-0.3%	-16%[20 µM]
CCCCCCCC(=O)NN=C1CCN(Cc2ccccc2)CC1	-2%	-0.9	67	17%	i	24	-14%	i	0.6	8.4%	0.0%	19%
CCNC(=O)CCSc1nnc(-c2ccco2)o1	15%	-0.2	76	-4%	i	52	-25%	i	0.6	-4.3%	-0.4%	25%
FC(F)(F)c1ccc(/C=N/N2CCN(Cc3ccccc3)CC2)cc1	7%	5.2	38	0%	i	8	-34%	i	0.4	-1.6%	0.1%	15%
CCN(CC)S(=O)(=O)c1ccc2c(c1)oc(=O)n2CC(=O)N(C)C1CCCCC1	10%	0.0	59	14%	i	14	-23%	i	1.3	-1.6%	-0.2%	-13%
O=C(CCCC(=O)OCC(=O)c1ccc(F)cc1)Nc1cc(C(F)(F)F)ccc1Cl	-6%	1.5	86	-11%	i	52	-14%	i	1.0	3.0%	0.2%	-21%
CCN(CC)S(=O)(=O)c1ccc(N2CCOCC2)c(NC(=O)c2c3c(nc4ccccc24)CCC3)c1	12%	1.0	62	-6%	i	54	-6%	i	0.6	2.6%	-0.3%	-8%
CCCc1cc(C(=O)NNC(=S)NC(C)c2ccccc2)cs1 (stereo unspecified)	5%	2.7	51	0%	i	48	-3%	i	7.4	-8.7%	-0.1%	-13%
COc1ccc(C(=O)N(CC(=O)Nc2sc(C)c(C)c2C(N)=O)C2CCCC2)cc1	11%	1.0	29	17%	i	36	11%	i	0.4	0.7%	0.6%	-31%
O=C(COc1ccc(Cl)cc1Cl)N/N=C/c1cccnc1	11%	-1.5	57	12%	i	26	33%	i	2.2	-4.6%	0.6%	30%
COc1cc(/C=N/Nc2nc(=O)[nH]nc2C)cc([N+](=O)[O-])c1O	15%	1.2	60	16%	i	54	-6%	i	0.7	1.6%	0.4%	36%
COc1ccc(C(=O)CN2C(=O)NC3(CCCc4ccccc43)C2=O)c(OC)c1 (stereo unspecified)	38%	-0.5	60	11%	i	60	-8%	i	5.5	-1.0%	0.0%	8%
COc1ccc(OC)c(NC(=O)c2c(NC(=O)CNCc3ccco3)sc3c2CCC3)c1	-2%	5.1	41	30%	i	/	10%	i	0.5	36%	1.8%	-5%
CC(C)/C=C1\CC/C(=C\c2cccnc2)C1=O	24%	7.3	64	-20%	i	16	-16%	i	0.2	-2.3%	0.9%	0%
CCOC(=O)C(C)Oc1ccc(C2NC(=O)NC(C)=C2C(C)=O)cc1Br (stereo unspecified)	4%	2.0	58	8%	i	41	-1%	i	6.7	-1.8%	-0.1%	12%
COc1cc(C(=O)N2CCSCC2)ccc1OC1CCN(C(C)=O)CC1	-6%	-0.8	55	-22%	i	32	-7%	i	0.3	6.8%	0.3%	-14%
COc1cccc(-c2csc(NNC(=O)c3cccs3)n2)c1	4%	-1.1	46	1%	i	21	0%	i	0.2	-4.0%	-0.2%	21%
CC(C)CC(=O)c1c[nH]c(C(=O)NCc2cccnc2)c1	-3%	-0.8	59	1%	i	22	2%	i	0.6	2.3%	0.6%	-22%

Reprinted from above (seven entries):
SMILES	GPR55 LPI antagonism	NTR1 agonist	NTR1 agonist cell count 20 µM	NOD2 inhibition	T cell modulator	T cell modulator vesicle-bound %	NOD1 NF-kB reporter	Myeloid diff MLP	Myeloid diff MLP GFP+ MAC1+ %	KOR beta-arrestin-1	GPR55 activation	KOR beta-arrestin-2
COc1ccc(C(=O)CN2C(=O)NC3(CCCc4ccccc43)C2=O)c(OC)c1 (stereo unspecified)	38%	-0.5	60	11%	i	60	-8%	i	5.5	-1.0%	0.0%	8%
COc1ccc(OC)c(NC(=O)c2c(NC(=O)CNCc3ccco3)sc3c2CCC3)c1	-2%	5.1	41	30%	i	/	10%	i	0.5	36%	1.8%	-5%
CC(C)/C=C1\CC/C(=C\c2cccnc2)C1=O	24%	7.3	64	-20%	i	16	-16%	i	0.2	-2.3%	0.9%	0%
CCOC(=O)C(C)Oc1ccc(C2NC(=O)NC(C)=C2C(C)=O)cc1Br (stereo unspecified)	4%	2.0	58	8%	i	41	-1%	i	6.7	-1.8%	-0.1%	12%
COc1cc(C(=O)N2CCSCC2)ccc1OC1CCN(C(C)=O)CC1	-6%	-0.8	55	-22%	i	32	-7%	i	0.3	6.8%	0.3%	-14%
COc1cccc(-c2csc(NNC(=O)c3cccs3)n2)c1	4%	-1.1	46	1%	i	21	0%	i	0.2	-4.0%	-0.2%	21%
CC(C)CC(=O)c1c[nH]c(C(=O)NCc2cccnc2)c1	-3%	-0.8	59	1%	i	22	2%	i	0.6	2.3%	0.6%	-22%

Carrying on.
SMILES	GPR55 LPI antagonism	NTR1 agonist	NTR1 agonist cell count 20 µM	NOD2 inhibition	T cell modulator	T cell modulator vesicle-bound %	NOD1 NF-kB reporter	Myeloid diff MLP	Myeloid diff MLP GFP+ MAC1+ %	KOR beta-arrestin-1	GPR55 activation	KOR beta-arrestin-2
Cc1ccc(Nc2nc(Nc3ccc(C)cc3)nc(SC3=NCCS3)n2)cc1	-7%	6.8	47	16%	i	5	6%	i	5.4	-7.8%	-0.1%	12%
COc1ccc(NC(=S)Nc2cccc3ccccc23)cc1OC	-10%	1.7	93	4%	i	59	-10%	i	1.0	13%	-0.1%	-15%
O=C(COc1ccc(Cl)cc1)N1CCN(C(=O)c2cccc(F)c2)CC1	-8%	1.6	54	16%	i	30	-6%	i	1.6	2.4%	0.0%	17%
CN1CCN(C(=O)c2ccccc2NC(=O)CCN2C(=O)c3ccccc3C2=O)CC1	26%	1.1	64	6%	i	36	-17%	i	1.0	1.9%	-0.2%	16%
